# Bioassay records deposited in PubChem by National Center for Advancing Translational Sciences (NCATS).
# RORgamma inh – qHTS for inhibitors of ROR gamma transcriptional activity; 310,000 compounds, 5.4% hits; Drosophila S2 Gal4-RORgamma UAS-luciferase reporter, 20 h; Potency, µM (doses to about 53.6 µM), inactives show at the highest dose activity change, negative = inhibition, usual class: inhibitors; Nuclear receptor ROR-gamma (Mus musculus), P51450; also: % is scaled to controls: 0 for no effect and ±100 for the full control effect; nearly all actives have a fitted effect of over 60% in size
# Target sequence (P51450 whole entry, looked up, the tested form may be a part): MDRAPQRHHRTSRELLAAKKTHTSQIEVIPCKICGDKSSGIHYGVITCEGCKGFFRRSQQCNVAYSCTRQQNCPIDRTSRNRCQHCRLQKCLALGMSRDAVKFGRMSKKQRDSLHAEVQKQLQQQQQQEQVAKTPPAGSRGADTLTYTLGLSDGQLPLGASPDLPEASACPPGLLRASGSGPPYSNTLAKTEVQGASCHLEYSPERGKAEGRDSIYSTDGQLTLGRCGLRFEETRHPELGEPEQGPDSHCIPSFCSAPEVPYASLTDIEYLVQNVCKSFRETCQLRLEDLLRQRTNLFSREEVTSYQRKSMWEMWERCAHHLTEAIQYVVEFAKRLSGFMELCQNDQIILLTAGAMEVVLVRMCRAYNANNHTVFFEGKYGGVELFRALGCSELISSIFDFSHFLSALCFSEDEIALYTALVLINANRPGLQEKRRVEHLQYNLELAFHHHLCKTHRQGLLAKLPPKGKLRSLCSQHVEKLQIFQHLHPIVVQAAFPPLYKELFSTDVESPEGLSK
#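 A Gal4/UAS one-hybrid system in insect cells: metallothionein-promoter Gal4–ROR gamma fusion plus Photinus luciferase reporter. Copper sulfate 700 uM final, 20 hr ambient incubation, luminescent detection after 10 min with reagent.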
# BRCA1 expr up – qHTS Assay to Identify Small Molecule Activators of BRCA1 Expression. MCF7-BRCA1-FFLuc reporter, luminescence, 48 h; response scale: scaled: vehicle 0%, 10 µM genistein 100%. Potency, µM (highest dose often 46.1 µM), inactives show at the top dose activation, most hits filed as activators. 380,000 compounds, 1.1% hits. AID 624202, 2012; also: nearly all actives have a fitted effect of over 80% in size; some results filed as inactive show a strong effect at the top dose
#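 MCF7-BRCA1-FFLuc cells, 2000/well in phenol-red-free MEM, attached 2 h then treated 48 h at 37 C. Luciferase luminescence read 15 min after reagent; normalized to genistein maximum activation (10microM) and DMSO, concentration-response fitted.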
# NPC1 promoter act – qHTS Assay for NPC1 Promoter Activators; Potency, µM (top dose mostly 9.22 µM), inactives show at the highest dose activation, usual class: activators; AID 485313, 2010; 320,000 compounds, 2.4% hits; Huh7 NPC1 promoter luciferase reporter, 24 h;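 also: % of control where 0% means no effect; nearly all actives have a fitted effect of over 60% in size; reporter is driven by a mutant NPC1 promoter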
#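 Huh7 cells stably carrying NPC1 promoter–luciferase, plated in Opti-MEM with 10% FBS for 2 h, were exposed to compound in DMSO for 24 h at 37 °C; luciferase reagent was added for 10 min and luminescence read.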
# CXXC DNA block – qHTS Fluorescence Polarization Assay for Inhibitors of MLL CXXC domain - DNA interaction. MLL-CXXC / FITC-HOXA9 DNA fluorescence polarization. Potency, µM (titrated, usually from 115 µM), inactives show at the top dose activity change, negative = inhibition, usual class: inhibitors. Histone-lysine N-methyltransferase 2A (Homo sapiens), Q03164. AID 2662, 2010. 290,000 compounds, 0.037% hits; active = well fitted inhibition curve with a large enough effect in the polarisation, with a control signal flat, not every such curve was filed as active; inconclusive = small, poorly fitted or top-dose-only effect, or effect the other way, or a change in a side signal; inactive = no such curve, though single readings can be large or run the other way; the % refers to the polarisation
#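 Steps: dispense CXXC domain solution (7 uM) → pin compounds or unlabeled HOX-A9 DNA control → 5 min ambient → add FLSN-HOX-A9 solution (50 nM) → spin → 30 min ambient → fluorescence polarization. Tris pH 7.5/NaCl/DTT/BSA buffer.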
# FLuc modulator – qHTS profiling assay for firefly luciferase inhibitor/activator using purifed enzyme and Km concentrations of substrates (counterscreen for miR-21 project); 360,000 compounds, 6.9% hits; Luciferin 4-monooxygenase (Photinus pyralis), P08659; Potency, µM (series often up to 57.5 µM), without a hit: at the top dose activity change, negative = inhibition, usual class: inhibitors; AID 588342, 2011; purified FLuc, Km substrates, luminescence inhibition;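 also: plate controls were vehicle for no effect and reference inhibitor for full effect; nearly all actives have a fitted effect of over 55% in size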
#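 Purified P. pyralis luciferase (10nM final) with 10uM D-luciferin and 10uM ATP (Km levels) in 50mM Tris acetate pH 7.5, 10mM Mg acetate, 0.01% Tween-20, 0.05% BSA; qHTS 6-point titration, ~60 µM downward; luminescence read.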
# ELG1 genotox – qHTS screen for small molecules that induce genotoxicity in human embryonic kidney (HEK293T) cells expressing luciferase-tagged ELG1. HEK293T ELG1-luciferase reporter, luminescence, 16 h. Potency, µM (series often up to 46 µM), inactives show at the highest dose activity change, positive = activation, actives largely listed as activators. 330,000 compounds, 1.3% hits. AID 504466, 2011; also: % of control where 0% means no effect; nearly all actives have a fitted effect of over 60% in size
#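 Genotoxicity was scored as increased ELG1-luciferase reporter signal, measured by ONE-Glo luminescence (30 min, room temperature). Compound or vehicle exposure of the HEK293T reporter cells lasted 16 hr at 37°C.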
# uPA surface inh – qHTS for Inhibitors of Cell Surface uPA Generation | cell surface uPA generation assay, qHTS | Potency, µM (highest dose often 38.3 µM), for the others: at the top dose activity change, negative = inhibition, most hits filed as inhibitors | 330,000 compounds, 0.31% hits; active = well fitted inhibition curve with a large enough effect; inconclusive = small, poorly fitted or top-dose-only effect; inactive = no such curve, though single readings can be large or run the other way; tested in mouse RAW 264.7 cells; also: % is scaled to controls: 0 for no effect and ±100 for the full control effect; nearly all actives have a fitted effect of over 55% in size
# Gal4-VP16 FLuc – VP16 counterscreen qHTS for inhibitors of ROR gamma transcriptional activity; AID 2546, 2010; 310,000 compounds, 3.5% hits; Potency, µM (series often up to 53.6 µM), inactives show at the top dose activity, negative = inhibition, actives largely listed as inhibitors; Drosophila S2 Gal4-VP16 UAS-luciferase, luminescence, 20 h;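 also: Gal4-VP16 expression switched on by copper sulfate through the metallothionein promoter; % is scaled to controls: 0 for no effect and ±100 for the full control effect; nearly all actives have a fitted effect of over 50% in size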
# MBNL1-CUG inh – qHTS Assay for Inhibitors of MBNL1-poly(CUG) RNA binding. 280,000 compounds, 0.036% hits. AID 2675, 2010. TR-FRET MBNL1-His/biotin-(CUG)12 binding, 665/545 ratio. Muscleblind-like protein 1 (Homo sapiens), Q9NR56. Potency, µM (highest dose often 57.5 µM), for inactives: top-dose activity change, negative = inhibition, most hits filed as inhibitors; active = well fitted inhibition curve with a large enough effect in the signal ratio, with a control signal flat, not every such curve was filed as active; inconclusive = small, poorly fitted or top-dose-only effect, or effect the other way, or a change in a side signal; inactive = no such curve, though single readings can be large or run the other way; the % refers to the signal ratio; also: % is scaled to controls: 0 for no effect and ±100 for the full control effect
# Target sequence (Q9NR56 whole entry, looked up): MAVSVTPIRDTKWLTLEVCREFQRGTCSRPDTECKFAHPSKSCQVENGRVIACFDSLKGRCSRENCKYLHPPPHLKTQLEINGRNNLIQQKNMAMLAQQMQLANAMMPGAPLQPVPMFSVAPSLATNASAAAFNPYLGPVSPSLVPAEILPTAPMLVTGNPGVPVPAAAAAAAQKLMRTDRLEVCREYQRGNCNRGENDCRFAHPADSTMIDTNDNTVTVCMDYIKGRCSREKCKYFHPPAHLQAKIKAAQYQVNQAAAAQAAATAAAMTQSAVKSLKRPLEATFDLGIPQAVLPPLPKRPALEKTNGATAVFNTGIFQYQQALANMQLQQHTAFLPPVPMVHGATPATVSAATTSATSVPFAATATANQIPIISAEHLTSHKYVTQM
#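 His-tagged MBNL1 binding to biotinylated (CUG)12 RNA was measured by TR-FRET using terbium anti-His antibody (0.055 ng/ul final) and streptavidin-XL665 (5 nM final). Compounds were titrated 92 nM to 58 uM; 60 min at room temperature.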
# p53 reactivation – qHTS assay for re-activators of p53 using a Luc reporter; H1299 p53-A138V BP100-luciferase reporter, luminescence, 24 h; Potency, µM (highest dose often 92.2 µM), without a hit: at the highest dose activity change, positive = activation, usual class: activators; 320,000 compounds, 0.063% hits; AID 504706, 2011; also: % of control where 0% means no effect; nearly all actives have a fitted effect of over 45% in size
#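 p53-null H1299 cells stably carrying temperature-sensitive p53-A138V and a BP100-luciferase reporter were pinned with compounds (4-point, 1:5 series) and held 24 hrs at 37 deg C. Luminescence was read 10 min after detection reagent.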
# Rab9 promoter act – qHTS Assay for Rab9 Promoter Activators; Huh7 Rab9 promoter-luciferase reporter, luminescence, 24 h; Potency, µM (highest dose often 9.22 µM), for inactives: at the top dose activation, negative = inhibition, hits mostly activators; 320,000 compounds, 2.8% hits; AID 485297, 2010; also: % of control where 0% means no effect; nearly all actives have a fitted effect of over 60% in size
#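 Huh7 reporter line, Rab9 promoter upstream of luciferase. Compound exposure 24 h at 37 °C in reduced-serum medium with 10% FBS. Read-out: luminescence.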
# * = called active by the depositor; ? = inconclusive; / = no result given; & = joins results of further samples; [ ] = another dose, or the depositor's remark. Unless noted, calls follow the shape of the dose curve; as a rule, active = well fitted curve in the direction sought with a large enough effect; inconclusive = small, poorly fitted or top-dose-only effect, or another doubt; inactive = no such curve, though single readings can be large; an effect the other way counts as inactive or inconclusive. Potency is read from the fitted curve at half-maximal effect. Not all compounds are listed. The share of hits here may be higher or lower than overall.
SMILES,RORgamma inh,BRCA1 expr up,NPC1 promoter act,CXXC DNA block,FLuc modulator,ELG1 genotox,uPA surface inh,Gal4-VP16 FLuc,MBNL1-CUG inh,p53 reactivation,Rab9 promoter act
COc1ccc(Cl)cc1C(=O)Nc1ccc2nc3n(c(=O)c2c1)CCCC3,1%,34%,-1%,18%,-14%,-2%,3%,-6%,2%,-4%,6%
O=C(CCc1nnc(CCCCc2ccccc2)o1)N1CCN(CCO)CC1,2%,16%,-2%,2%,-3%,1%,-2%,-7%,-22%,-1%,-1%
CCCc1cc(C(=O)N2CCN(S(=O)(=O)c3ccc(OC)c(OC)c3)CC2)cs1,17%,-48%,0%,3%,-17%,-5%,-16%,16%,-1%,10%,-3%
COc1cccc(CNC(=O)CN(C)S(=O)(=O)c2ccc(Br)s2)c1,88%,-7%,-3%,6%,-1%,-4%,3%,-3%,1%,-3%,-1%
COc1nnc(-c2ccc(C)c(S(=O)(=O)NCC3CCCO3)c2)c2ccccc12 (stereo not given),8%,-20%,2%,-18%,0%,-5%,-4%,-10%,-3%,-1%,-1%
COc1cc2c(cc1CN1CCN(C(=O)c3cc(OC)c(OC)c(OC)c3)CC1)OCO2,-8%,-5%,-3%,11%,0%,3%,-4%,0%,-8%,/,3%
CCOC(=O)c1c(C)[nH]c(N=Nc2ccccc2Cl)c1C,?,63%,?,-27%,12µM*,?,1%,-29%,6%,?,?
O=C(CCC(=O)Nc1ccccc1)NNC(=O)c1ccco1,-39%,9%,2%,8%,2%,3%,/,4%[0.365 µM],-8%,-6%,0%
CC(=C/c1ccccc1)/C=C1/SC(N2CCOCC2)=NC1=O,-32%,11µM*,?,14%,15µM*,11%,-2%,-9%,?,?,?
Cc1nc(N2CCC(C)CC2)c2oc3ccccc3c2n1,13µM*,-51%,-4%,-2%,-3%,-4%,-6%,?,-2%,5%,-14%
CN1CCC(=O)N([C@H](CSc2ccc(Br)cc2)Cc2ccccc2)CC1,14%,-11%,-4%,14%,5%,-2%,-4%,-12%,-9%,-5%,-4%
CCOc1ccc(S(=O)(=O)N(C)CC(=O)NCCN2CCOCC2)cc1,-16%,-11%,-11%,4%,1%,1%,7%,6%,-7%,-2%,3%
COC(=O)c1cn(NC(=O)C2CCC(C(C)(C)C)CC2)c(=O)c2ccccc12 (stereo not given),0%,12%,-1%,14%,0%,-1%,5%,-2%,-11%,3%,4%
C/C(CC(=O)Nc1cccnc1)=N\NC(=O)c1ccc([N+](=O)[O-])c(Cl)c1,19%,3%,3%,1%,-7%,-5%,0%,-24%,?,-8%,2%
CC(C)C(=O)Nc1nnc(CCN2CCOCC2)s1,-12%,1%,0%,0%,7%,1%,6%,-2%,-10%,-4%,-9%
CC(C)[C@@H](C(=O)N1CCNCC1)n1cc(CCO)nn1,-6%,-6%,-3%,-11%,-1%,-4%,11%,-1%,-9%,-1%,-2%
CCOC(=O)C1CCN(C(=O)Cn2ncc3c([nH]c4ccccc43)c2=O)CC1,-22%,-3%,2%,-1%,0%&4%,0%[9.26 µM],1%,-13%,8%,11%,-5%
O=c1c2c(nc3nc[nH]n13)CCC2,12%,-1%,-1%,-6%,0%,4%,7%,-8%,-5%,-2%,-1%
O=C(CCNC(=O)C1CCN(S(=O)(=O)c2ccccc2)CC1)NCc1ccc(Cl)cc1,21%,-9%,2%,1%,3%,-3%,1%,-12%,-1%,7%,-3%
COc1ccc2cc(C(C)C(=O)Nc3cccc(S(=O)(=O)N(C)C)c3)ccc2c1 (stereo not given),?,-20%,-1%,4%,?,-9%,-14%,-5%,1%,0%,-2%
COc1ccc(-c2csc3ncnc(N4CCN(S(=O)(=O)c5ccc(C)c(C)c5)CC4)c23)cc1,/,-56%,0%,/,2%,-8%,6%,/,/,-7%,-5%
CC(C)NC(=O)C(Sc1ccccc1)c1ccccc1 (stereo not given),-14%,-4%,0%,2%,2%,0%,-3%,17%,-2%,-4%,-4%
C=CCn1c(C)cc(C(=O)Cn2ncc(Cl)c(Cl)c2=O)c1C,?,-86%,-16%,5%,5.4µM*,-15%,4%,?,/,-11%,-25%
COc1ccc(CSc2nc(C)[nH]c2[N+](=O)[O-])cc1[N+](=O)[O-],-6%,0%,-7%,-9%,-25%,-2%,-4%,5%,?,4%,1%
O=S(=O)(Nc1ccc2c(c1)nc1n2CCOC1)c1ccc(Cl)cc1,?,-29%,-5%,8%,1%,-2%,-1%,-6%,-1%,-11%,0%

# Sorted by the number under Rab9 promoter act (high to low): three of the compounds above
structure,NPC1 promoter act,CXXC DNA block,uPA surface inh,MBNL1-CUG inh,p53 reactivation,Rab9 promoter act
COc1cc2c(cc1CN1CCN(C(=O)c3cc(OC)c(OC)c(OC)c3)CC1)OCO2,-3%,11%,-4%,-8%,/,3%
C/C(CC(=O)Nc1cccnc1)=N\NC(=O)c1ccc([N+](=O)[O-])c(Cl)c1,3%,1%,0%,?,-8%,2%
CC(C)NC(=O)C(Sc1ccccc1)c1ccccc1 (stereo not given),0%,2%,-3%,-2%,-4%,-4%

# Back to the main list with the 3 entries that preceded the break.
SMILES,RORgamma inh,BRCA1 expr up,NPC1 promoter act,CXXC DNA block,FLuc modulator,ELG1 genotox,uPA surface inh,Gal4-VP16 FLuc,MBNL1-CUG inh,p53 reactivation,Rab9 promoter act
C=CCn1c(C)cc(C(=O)Cn2ncc(Cl)c(Cl)c2=O)c1C,?,-86%,-16%,5%,5.4µM*,-15%,4%,?,/,-11%,-25%
COc1ccc(CSc2nc(C)[nH]c2[N+](=O)[O-])cc1[N+](=O)[O-],-6%,0%,-7%,-9%,-25%,-2%,-4%,5%,?,4%,1%
O=S(=O)(Nc1ccc2c(c1)nc1n2CCOC1)c1ccc(Cl)cc1,?,-29%,-5%,8%,1%,-2%,-1%,-6%,-1%,-11%,0%
COc1c(OC)c(O)c2c(=O)cc(-c3c(O)cccc3O)oc2c1OC,?,41%,13%,16%,?,?,7.1µM*,2%,-7%,0%,16%
O=S(=O)(Nc1cccc(Cl)c1)c1ccc2oc(=S)[nH]c2c1,-39%,0%,-3%,-9%,?,1%,-6%,4%,-5%,1%,-2%
CC(C)CC(=O)NC(=S)Nc1ccc(S(=O)(=O)N2CCN(C)CC2)cc1,-14%,17%,0%,0%,0%,3%,-1%,4%,/,-4%,1%
CC(C)(C)NCC(O)COc1ccc(Br)cc1 (stereo not given),-6%,4%,-3%,3%,3%,-3%,3%,-9%,-1%,11%,-6%
COc1ccc(N2CCN(c3ncnc4c3cnn4-c3ccc(C)cc3C)CC2)cc1,34%,-38%,-15%,12%,0%,-6%,6%,-7%,9%,0%,-31%[inhibitor]
Cc1ccc(NC(=O)CSCC(=O)N=c2sccn2C)cc1,/,-2%,2%,/,1%,2%,1%,/,/,1%,16%
COc1ccc(Br)cc1C(=O)Nc1ccc(N2CCCC2)cc1,-4%,-67%,23%,-4%,?,5%,0%,5%,16%,45%,2%
CCOC(=O)/C=C/C(=O)Nc1ccc(S(=O)(=O)Nc2c(C)cc(C)cc2C)cc1,-35%,-28%,-2%,-6%,2%,5%,?,0%,/,7%,0%
COC(C[C@H]1O[C@H]1[C@@H](O)COCc1ccccc1)OC,-27%,-4%,-5%,-3%,0%,4%,8%,-2%,-4%,1%,0%
O=C(c1ccccc1F)N1CCCC(c2ccccc2)C1 (stereo not given),2%,2%,1%,-7%,0%,-1%,-9%,-5%,?,4%,-3%
O=Cc1s/c(=N\S(=O)(=O)c2ccccc2)n(CCCCl)c1Cl,5µM*,-94%,-48%[inhibitor],5%,-15%,-17%,-17%,?,22%,-11%,-55%[inhibitor]
